Siah-1 displacement: blockers of Siah-1 interaction with plectin peptide – biochemical, fluorescence polarization, rhodamine-plectin, uHTS, primary screen (AID 1817); actives 0.02% (n = 290,000); displacement, % at 20 µM, or IC50 in µM where a hit was titrated; Siah-1 / rhodamine-plectin peptide fluorescence polarization; higher % means a stronger effect;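 active means displacement of at least 50% at 20 µM, with a fluorescence ratio check between 0.3 and a set limit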;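 further: plate controls were Siah plus tracer with DMSO for no effect and tracer alone without Siah for full effect; strong numbers were not always called active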
K1F lysis inhibition: protection from phage-mediated lysis, alamar blue read-out – E. coli UTI89, K1F phage, bacterial capsule biogenesis inhibitors (AID 488966). inhibition, % at 100 µM, or IC50 in µM where a hit was titrated. actives 0.02% (n = 340,000). E. coli UTI89 K1F phage lysis, alamar blue, 2 h; higher % means a stronger effect;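 active means phage lysis inhibition, versus mean bacterial control, above a set limit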;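 further: capsule biogenesis inhibitors block K1F phage lysis so surviving cells raise fluorescence; higher fluorescence means more inhibition of phage lysis; actives were called in the ten point dose series up to 300 µM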
Hep lipid drop: hepatic lipid droplet formation modulation | AML12 mouse hepatocytes, oleate lipid droplets, BODIPY imaging | actives 0.4% (n = 240,000) | inhibition, % at 6.5 µM;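 active means lipid droplet intensity inhibited by at least 50%, with more than 500 cells counted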
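Material: mouse AML12 hepatocyte cell line, fixed after treatment; Timing: compound with oleate, overnight; Technique: high-content imaging of BODIPY-stained droplets and DAPI nuclei; Probe or stimulus: oleate, 100 µM final; Dosing: compound at 6.5 µM only.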
Hep lipid drop cells 6.5 µM: second read-out of Hep lipid drop, no call of its own (marks repeat the call); cell count; measured here: cell count, cytotoxicity flag;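 cells counted across two imaged fields per well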
* hit, by the source's call; [ ] = remark or other dose.

mol | Siah-1 displacement | K1F lysis inhibition | Hep lipid drop | Hep lipid drop cells 6.5 µM
COc1ccccc1-n1c(SCC(=O)Nc2ccc(NC(C)=O)cc2)nc2c([nH]c3ccccc32)c1=O | -5% | 0.3%[50 µM] | -4 | 805
CN1CCN(c2ccc(NC(=O)c3ccccc3)cc2)CC1 | -1% | 0.0% | 14 | 427
Cc1cc(C(=O)NC2CCCc3c2cnn3-c2ccc(C)c(C)c2)nc(C)n1 (stereo not given) | -4% | -0.2% | 58* | 782*
CCc1ccc(C(=O)N2CCN(c3ccc(NC(=O)c4cccnc4)cc3)CC2)cc1 | -3% | 0.2%[50 µM] | -1 | 827
COc1ccccc1NC(=O)CSc1nc2ccccc2c(=O)n1CC1CCCO1 (stereo not given) | 15% | 0.1% | -1 | 831
COc1cc(CN2CCN(C(=O)CC(C)C)CC2)c([N+](=O)[O-])cc1OC | 4% | -0.5% | -6 | 775
O=C(NCC(=O)N1CCOCC1)c1ccc(Cl)cc1 | 6% | 2.5%[50 µM] | 15 | 711
COc1ccc(N2CCN(C(=O)CSc3nc4ccccc4c(=O)[nH]3)CC2)cc1 | 4% | -0.1% | -8 | 715
Cc1cccc(NC(=O)NC2CCCCCCC2)c1C | 5% | 0.0% | -5 | 774
O=C(CSc1ccc(-c2cccnc2)nn1)Nc1ccccc1F | -2% | 0.1% | -6 | 825
COc1ccc(Cl)cc1NC(=O)C1CC(=O)N(C2CCCCC2)C1 (stereo not given) | 11% | 0.1%[50 µM] | 0 | 828
O=C(CNC(=O)c1ccc(Br)cc1)c1ccccc1 | 4% | 4.2% | -2 | 843
COC(=O)CNC(=O)CNC(=O)c1nn(-c2ccc(OC)c(OC)c2)c(=O)c2ccccc12 | -1% | -0.8%[50 µM] | 0 | 815
O=C(NC1CCCC1)c1cc2cc(Br)ccc2o1 | 4% | 0.6%[50 µM] | 5 | 805
O=S(=O)(NCc1ccccc1)NCc1ccc(Cl)cc1Cl | -2% | 0.0% | 0 | 818
COc1cc(OC)cc(C(=O)NCC2CCCN(C(=O)c3csc(C)n3)C2)c1 (stereo not given) | 5% | 1.4%[50 µM] | -2 | 847
CCOCCCn1c(SCC(=O)Nc2cccc(OC)c2)nc2ccccc2c1=O | 4% | -1.7% | 28 | 829
Cc1cc(Cl)ccc1NC(=O)C(=O)N/N=C/c1ccc2c(c1)OCO2 | 3% | 0.1% | 8 | 722
C[C@H](NC(=O)[C@@H]1Cc2ccccc2CN1)C(=O)NCC1CCCO1 (stereo not given in full) | 2% | 0.1% | 5 | 668
CCc1cc2c(SCc3ccc(C(=O)OC)o3)ncnc2s1 | -9% | 0.1% | -30 | 823
Cc1ccnc2nc(NC(=O)c3ccco3)nn12 | -3% | 0.3% | 2 | 738
CC(=O)Nc1ccc(SCc2ncc(-c3ccccc3)o2)cc1 | -1% | -0.5% | -3 | 848
COc1ccc2ccccc2c1/C=N/NC(=O)c1ccc(C)nc1 | 0% | 0.0% | 7 | 833
COc1ccc(-c2nc(CS(=O)CC(=O)NC3CCCC3)c(C)o2)cc1OC (stereo not given) | -9% | 0.3% | 5 | 717
COc1ccc(S(=O)(=O)N2CCN(C)CC2)cn1 | -4% | 0.3% | -5 | 836

One compound at a time (already shown). Order of screens: Siah-1 displacement, K1F lysis inhibition, Hep lipid drop, Hep lipid drop cells 6.5 µM
Shown for COC(=O)CNC(=O)CNC(=O)c1nn(-c2ccc(OC)c(OC)c2)c(=O)c2ccccc12 = -1%, -0.8%[50 µM], 0, 815
Shown for COc1ccc(Cl)cc1NC(=O)C1CC(=O)N(C2CCCCC2)C1 (stereo not given) = 11%, 0.1%[50 µM], 0, 828
Shown for COc1ccc(S(=O)(=O)N2CCN(C)CC2)cn1 = -4%, 0.3%, -5, 836
Shown for CN1CCN(c2ccc(NC(=O)c3ccccc3)cc2)CC1 = -1%, 0.0%, 14, 427
Shown for Cc1ccnc2nc(NC(=O)c3ccco3)nn12 = -3%, 0.3%, 2, 738

The list continues:
mol | Siah-1 displacement | K1F lysis inhibition | Hep lipid drop | Hep lipid drop cells 6.5 µM
C=CCNc1nc2c(c(=O)[nH]c(=O)n2C)n1CCOc1ccccc1 | -1% | -0.2% | -6 | 790
Cc1noc(C(=O)Nc2ccc(F)c(Cl)c2)c1Cl | 1% | -0.2% | 1 | 876
COCC1CCN(C(=O)c2cc(COc3ccc(F)cc3F)on2)C1 (stereo not given) | 9% | 0.4% | 15 | 774
Cc1cccc(NC(=O)CCOc2ccccc2)c1C | 3% | -0.2% | 12 | 824
CCOc1cc(/C=C2\C(=N)N3N=CSC3=NC2=O)ccc1OS(=O)(=O)c1ccccc1 | 3% | 0.3% | 8 | 874
CSc1ccc(CCNC(=O)c2ccc(CS(=O)Cc3ccccc3Cl)o2)cc1 (stereo not given) | 0% | 0.1% | -45 | 707
COc1ccc(C(=O)NCC(=O)N/N=C/c2c(C)[nH]c3ccccc23)cc1 | -5% | -0.2% | 1 | 654
CCCCNC(=O)O[C@H]1C[C@@H]2CCN3C(=O)CCC[C@H]([C@H]1CC)[C@H]23 | 3% | 0.7% | -2 | 789
O=C(NCc1ccc(F)cc1)C1CCN(S(=O)(=O)c2ccc(Cl)cc2)CC1 | 1% | 0.0% | -12 | 798
Cc1cccc(N2CCN(C(=O)CCS(=O)(=O)c3ccc4c(c3)NC(=O)CO4)CC2)c1C | 7% | 0.4% | 7 | 806
CN(C)c1cccc(C(=O)NCC(c2ccco2)N(C)C)c1 (stereo not given) | -6% | 0.2% | -2 | 830
Cc1cc(S(=O)(=O)N2CCCCC2)c(C)s1 | 3% | -0.1% | -2 | 767
CSc1ccccc1OCc1cc(C(=O)N(C)Cc2ccc(C)o2)no1 | -1% | 0.8% | 0 | 668
CCN1C(=O)c2ccccc2S(=O)(=O)c2ccc(C(=O)NC(C)C)cc21 | -4% | 0.8% | -1 | 412
N#CC1(NC(=O)COC(=O)c2ccccc2SCC(=O)N2CCCC2)CCCCC1 | 13% | 0.7%[50 µM] | -2 | 698
CCOc1cc(S(=O)(=O)NCC2CCCO2)ccc1F (stereo not given) | 3% | 1.0% | 2 | 798
CCCCCc1ccc(-c2cn(Cc3ccc4ccccc4c3)nn2)cc1 | 0% | -0.2% | 0 | 820
O=C(COc1ccc2ccccc2c1Br)Nc1ccncc1 | 5% | -0.1% | -8 | 760
CCOC(=O)N1CCN(CC(O)COc2ccccc2[N+](=O)[O-])CC1 (stereo not given) | -5% | 0.2% | 12 | 882
O=C(NC(=S)Nc1ccc2[nH]c(=O)[nH]c2c1)c1ccccc1F | 1% | 0.2% | -1 | 676
Cc1ccc(NC(=O)CCC(=O)c2ccc(Br)cc2)cc1 | 11% | 0.2% | 2 | 820
O=C1CCC([N+](=O)[O-])C(c2ccccc2F)N1 (stereo not given) | 6% | 0.2%[50 µM] | -2 | 822
O=C1CCN(CCCc2ccccc2)CCN1[C@H](CO)Cc1ccccc1 | -1% | 1.1% | -2 | 771
COc1ccc(O)c(/C=C2/SC(=S)N(Cc3ccccc3)C2=O)c1 | -7% | 0.2% | 12 | 871
COc1cc(CN2CCN(CC3CC3)CC2CCO)cc(OC)c1 (stereo not given) | -3% | 0.8% | 0 | 791
CCCCN(Cc1ccco1)C(=O)C1CCCN(c2ncnc3c2nc2n3CCCCC2)C1 (stereo not given) | -2% | -0.7% | -49 | 708
CCCCN(C)CCCNC(=O)c1cc(Nc2ccc(OC)c(OC)c2)nc2ccccc12 | 0% | -0.1% | 19 | 829
O=C(NS(=O)(=O)Oc1cccc(F)c1)OC[C@@H]1CCCN2CCCCC12 (stereo not given in full) | -1% | 0.6% | -6 | 834
Cc1cc(C)c(C)c(S(=O)(=O)NCC(=O)Nc2ccc(F)cc2)c1C | -8% | -0.5% | -6 | 859
C#CCn1cc(/C=C2\NC(=O)NC2=O)c2ccccc21 | 14% | 0.1% | -16 | 838
CCCCCn1c(=O)[nH]c2cc(C(=O)NCCCN3CCCCC3CC)ccc2c1=O (stereo not given) | 14% | 0.3% | -24 | 716
O=C(O)c1ccc(NCc2cccnc2)c([N+](=O)[O-])c1 | -4% | -0.3% | 6 | 848
Cc1onc(-c2c(Cl)cccc2Cl)c1C(=O)N1CCCCC1 | -5% | 0.1% | -2 | 840
CCN1CCN(C(=O)CN(CC)S(=O)(=O)c2ccc3ccccc3c2)CC1 | 6% | 0.2% | 9 | 823
CCC(=O)Nc1c2c(nn1-c1ccc(OC)cc1)CSC2 | -1% | 0.5% | 4 | 553
Cc1cc(SCC(=O)NC2CCCC2)nc2ccccc12 | 2% | 0.3% | 1 | 722
O=C(CN(C(=O)c1csnn1)c1cccc(Cl)c1)NC1CCCCC1 | 10% | -0.2% | -18 | 774
CC(C)(C)C1CCC(N2CCN(c3ccccc3)CC2)CC1 (stereo not given) | 1% | 1.8% | 13 | 857
CCN(Cc1ccccc1)C(=O)CSc1ncn[nH]1 | 10% | 0.2% | 0 | 836
O=C(NCc1cc([N+](=O)[O-])ccc1O)c1cccnc1Sc1ccc(Cl)cc1 | 4% | 8.0% | -15 | 667
COC(=O)CCSc1nc(N2CCOCC2)c2c(c1C#N)CC(C)(C)OC2 | 1% | 0.2% | 9 | 759
CCCCN(Cc1ccco1)S(=O)(=O)c1c[nH]c(C(=O)OC)c1 | 0% | -0.2% | -11 | 744
CCN1C(=O)CC(c2ccc(OC(C)C)cc2)C1=O (stereo not given) | -2% | -1.0%[50 µM] | -7 | 395
O=C(c1ccccc1)N1CCN(C(=O)c2nn3c(C(F)(F)F)cc(-c4ccco4)nc3c2Cl)CC1 | 5% | -0.1% | -34 | 770
CC(=O)c1cccc(CN2CCCCC2C(=O)Nc2ccc(Oc3ccccc3)nc2)c1 (stereo not given) | 6% | 1.1%[50 µM] | 29 | 879
CCOC(=O)C1(CCCc2ccccc2)CCN(S(=O)(=O)N(C)C)CC1 | 8% | 0.0% | 2 | 821
COCC1CCCCN1C(=O)c1ccc(OC2CCN(CCc3ccccc3)CC2)cc1 (stereo not given) | -3% | 3.4% | -4 | 696
COc1ccccc1Cn1c(=S)[nH]c2ccc(F)cc2c1=O | 3% | 0.0% | 4 | 825
CCn1c(SCC(=O)Nc2ccc3c(c2)OCO3)nnc1C1CC1 | 1% | 0.2% | 6 | 840
COc1cccc(C(=O)NCC2CCCN(C3CCCCC3)C2)c1OC (stereo not given) | -1% | -0.5% | 2 | 869

Next entries.
mol | Siah-1 displacement | K1F lysis inhibition | Hep lipid drop | Hep lipid drop cells 6.5 µM
CCc1ccc(-c2nc(CS(=O)CC(=O)NCCCN3CCOCC3)c(C)o2)cc1 (stereo not given) | -2% | 0.3% | 2 | 699
CC1Oc2ccccc2OC1C(=O)Nc1nccs1 (stereo not given) | 2% | 0.1% | 0 | 684
Cc1nn(C)c(C(=O)Nc2ccc3c(c2)OCO3)c1[N+](=O)[O-] | -3% | 0.0% | 3 | 655
O=c1cnn(Cc2ccc(Cl)c(Cl)c2)c2ccccc12 | 0% | 0.6% | -14 | 728
CCCN1C(=O)c2ccc(C(=O)Nc3ccccc3C(=O)O)cc2C1=O | 2% | 0.0% | 14 | 418
COCCNC(=O)C1CCC(=O)N1S(=O)(=O)c1ccc(C)cc1 (stereo not given) | 1% | 0.5% | 1 | 793
Cc1ccc(C(=O)N(CC(=O)Nc2sc(C)c(C)c2C(N)=O)C2CCCC2)cc1 | -4% | 0.7% | -4 | 767
O=C(O)CCn1c(SCCOc2ccccc2F)nc2ccccc21 | -4% | 0.2% | 1 | 838
CCc1ccc(N=C2NC(=O)/C(=C/c3cc(OC)c(OC)c(OC)c3)S2)cc1 | -5% | 0.1% | -8 | 757
CCc1ccc(CN2CCC(Oc3ccc(C(=O)N4CCCCC4)cc3)CC2)cc1 | 4% | 0.2% | -26 | 652
CCOc1ccc(S(=O)(=O)N(CC)CC(=O)N2CCOCC2)cc1C | -1% | 0.3% | -1 | 745
CN(Cc1ccccc1F)C(=O)c1ccccc1Sc1ccccc1C#N | 1% | -0.2% | 9 | 716
COc1cc(/C=C2/SC(=S)N(CCC(=O)Nc3ccccc3)C2=O)cc(OC)c1OC | 3% | -0.7% | 2 | 745
O=C(CN1C(=O)/C(=C/c2ccccc2F)Sc2ccccc21)NCCCN1CCOCC1 | 8% | 0.3% | -1 | 674
COc1cc(NC(=O)c2cc([N+](=O)[O-])ccc2N2CCOCC2)ccc1NC(=O)c1ccco1 | 1% | -0.5%[50 µM] | 24 | 784
COc1ccc2[nH]cc(CCNC(=O)Cc3ccc(Br)cc3)c2c1 | 0% | 0.1% | -10 | 821

Screens from PubChem BioAssay.

Only part of the results is shown. The share of hits here may be higher or lower than overall.
